# Source: PubChem BioAssay (several laboratories)
# RGS7-Gao – modulates binding of RGS7 to human Galphao | P09471 | Multiplexed bead flow cytometry; actives lie on both sides | binding response (% of control), % at 10 µM | actives 0.35% (n = 220,000); in the data active = binding response below about 49% or above about 150%; inconclusive = no clear call, values can overlap the other calls; inactive = in between;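 also: fluorescent Galphao held in activated GDP-AlF4 state binding bead-coupled RGS7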
# Target sequence (P09471 whole entry, looked up): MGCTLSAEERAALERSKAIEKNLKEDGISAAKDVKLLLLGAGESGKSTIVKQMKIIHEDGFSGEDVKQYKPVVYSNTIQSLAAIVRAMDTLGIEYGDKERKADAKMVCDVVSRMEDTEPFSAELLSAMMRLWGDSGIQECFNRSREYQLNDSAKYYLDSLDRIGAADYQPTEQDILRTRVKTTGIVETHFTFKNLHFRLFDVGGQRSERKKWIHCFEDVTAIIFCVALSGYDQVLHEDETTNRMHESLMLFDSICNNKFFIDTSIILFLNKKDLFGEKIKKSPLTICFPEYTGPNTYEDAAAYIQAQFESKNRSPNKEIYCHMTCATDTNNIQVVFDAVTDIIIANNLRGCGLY
# Mcl-1 Bim block – disrupts Bim peptide binding to human Mcl-1; actives 0.1% (n = 190,000); Bead-based flow cytometry, Bim peptide-Mcl-1 binding; inhibition, % at 10 µM; AID 1009; Q07820;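 also: 0% = no compound tracer wells and 100% = peptide blocker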
# Target sequence (Q07820 whole entry, looked up): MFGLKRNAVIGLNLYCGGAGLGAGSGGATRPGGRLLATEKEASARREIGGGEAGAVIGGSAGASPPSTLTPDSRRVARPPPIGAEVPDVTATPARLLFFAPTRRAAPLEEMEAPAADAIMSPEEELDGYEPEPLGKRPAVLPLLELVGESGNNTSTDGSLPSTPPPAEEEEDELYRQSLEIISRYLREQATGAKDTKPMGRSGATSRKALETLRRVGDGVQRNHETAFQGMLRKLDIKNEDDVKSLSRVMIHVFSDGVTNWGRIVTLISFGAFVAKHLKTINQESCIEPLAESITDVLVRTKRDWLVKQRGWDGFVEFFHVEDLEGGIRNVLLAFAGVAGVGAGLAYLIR
# Bim-Bcl-2 – disrupts Bim peptide binding to human Bcl-2 | actives 0.06% (n = 190,000) | Bead-based flow cytometry, Bim peptide-Bcl-2 binding | P10415 | AID 950 | inhibition, % at 10 µM; in the data active = inhibition above about 40%; inconclusive = no clear call, values can overlap the other calls;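 also: 0% = no compound wells with probe peptide and 100% = reference peptide inhibitor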
# Bim-Bfl-1 – human Bim-Bfl-1 interaction inhibition; Q16548; actives 0.12% (n = 190,000); inhibition, % at 10 µM; Bead-based flow cytometry, Bim-Bfl-1 binding inhibition;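 also: 0% = wells without compound plus tracer and 100% = blocker peptide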
# Mcl1-Noxa inh – Mcl-1/Noxa interaction inhibition. TR-FRET Mcl-1/Noxa peptide binding, 2 h. inhibition, % at 21.7 µM. actives 1.5% (n = 220,000). AID 1022;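 active = compounds that cut the protein-peptide binding signal by more than 50% relative to plate controls in a single-dose test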;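 also: His-tagged Mcl-1 with rhodamine Noxa BH3 peptide and terbium anti-His antibody; 0% = Mcl-1 plus Noxa peptide wells and 100% = peptide-only wells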
# Bim-Bcl-B – human Bim-Bcl-B interaction inhibition; actives 0.073% (n = 190,000); AID 951; bead-based flow cytometry, Bim peptide-Bcl-B binding; inhibition, % at 10 µM;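 also: 0% = tracer peptide without compound and 100% = reference inhibitor peptide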
# Bim-Bcl-XL – inhibitors of Bim-Bcl-XL interaction, human | AID 1007 | inhibition, % at 10 µM | Bim peptide-Bcl-XL binding, bead flow cytometry, fluorescence | actives 0.04% (n = 190,000)
# Target sequence (Q07817 whole entry, looked up): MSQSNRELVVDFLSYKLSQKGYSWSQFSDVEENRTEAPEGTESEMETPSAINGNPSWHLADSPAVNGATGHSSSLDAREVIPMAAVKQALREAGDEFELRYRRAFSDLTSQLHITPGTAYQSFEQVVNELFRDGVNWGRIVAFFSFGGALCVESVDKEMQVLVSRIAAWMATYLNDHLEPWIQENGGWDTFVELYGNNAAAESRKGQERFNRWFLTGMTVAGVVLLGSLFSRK
# RGS8-Gao – regulators of human RGS8-Galphao interaction; AID 1423; response (percent of control binding), % at 10 µM; multiplexed bead flow cytometry, RGS8-Galphao binding; actives lie on both sides; actives 0.34% (n = 220,000); P09471; in the data active = response below about 60% or above about 140%; inactive = in between;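 also: Galphao activated as the GDP aluminium fluoride complex binding bead-coupled RGS8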
# Bcl-W Bim block – inhibitors of Bim-Bcl-W interaction, human; Q92843; bead-based flow cytometry, Bim peptide-Bcl-W binding; inhibition, % at 10 µM; actives 0.02% (n = 190,000); AID 952;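 also: 0% = bound tracer without compound and 100% = peptide blocker; higher means less fluorescent Bim peptide bound to Bcl-W beads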
# RGS4-Gao reg – human RGS4-Galphao interaction regulation; actives 0.33% (n = 220,000); Multiplexed bead flow cytometry, RGS4-Galphao binding; actives lie on both sides; AID 1415; binding response (% of control), % at 10 µM; P09471; in the data active = binding response below about 49% or above about 150%; inactive = in between;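 also: fluorescent Galphao activated with aluminum fluoride binding bead-coupled RGS4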
# Mcl1 Bid PPI – Mcl-1/Bid interaction inhibition; Q07820; TR-FRET Mcl-1/Bid-Dy647 peptide binding, 1536-well; inhibition, % at 21.7 µM; actives 0.97% (n = 220,000); AID 1021;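 active = compounds that cut the binding signal by more than half at the single screening dose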;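 also: His-tagged Mcl-1 with europium anti-His antibody binding Bid BH3 peptide; 0% = Mcl-1 plus peptide wells and 100% = peptide-only wells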
# Numbers without * were called inactive; ? = inconclusive; · = not tested or not shown; & = joins results of further samples. Rule as the data show it, unless noted: active = inhibition above about 40%. Compounds as they come, and some 2.7% of all compounds hit somewhere here.
Structure	Bim-Bcl-B	RGS8-Gao	Bim-Bfl-1	Bcl-W Bim block	Mcl1-Noxa inh	Mcl1 Bid PPI	Bim-Bcl-2	Bim-Bcl-XL	Mcl-1 Bim block	RGS7-Gao	RGS4-Gao reg
CSc1ccc(CN2CCC(CO)(Cc3ccc(Cl)cc3)CC2)cc1	-3	102	-1	0	25	-25	-2	1	-1	105	109
Cc1ccc(C(=O)NC(=S)Nc2cc(-c3nc4ccccc4s3)ccc2C)cc1	-8	100	-6	0	-13	-6	-6	-4	3	100	101
COc1ccccc1NC(=O)COC(=O)CNC(=O)c1ccc(OC)c(OC)c1	-5	101	-10	0	-2	-34	-5	0	-5	97	99
CCN1CCN(C(=O)c2ccccc2N(Cc2ccccc2)S(=O)(=O)c2ccc(OC)cc2)CC1	·	101	·	·	-6	1	·	·	·	?	104
CCc1ccc(/C=N/NC(=O)Cc2cccn2C)cc1	·	101	·	·	-16	-24	·	·	·	?	103
COc1ccc(C2(O)CCN(C(=O)Cc3cccnc3)CC2)cc1	2	117	1	-3	0	-2	5	-1	-2	108	111
CC1CCCCN1Cc1ccc(-c2nn[nH]n2)cc1 (centres undefined)	-7	103	-11	-1	14	-15	-4	-9	-4	105	103
COc1cc(CCC(=O)OCC(N)=O)cc(OC)c1OC	-3	99	-8	-1	10	-36	-1	-3	-1	?	96
O=C(CSc1nnc(-c2cccc(S(=O)(=O)N3CCOCC3)c2)n1C1CCCCCC1)NCc1ccccc1	-6	99	-9	0	0	3	-2	-2	0	101	100
CSc1ccc(S(=O)(=O)NCCSc2ccccn2)cc1	-5	101	-3	-3	-1	-18	0	0	0	91	95
CNC(=O)CN1C(=O)c2cccc3cccc1c23	0	100	-9	0	13	6	-3	-2	0	101	98
Cc1ccccc1NC(=S)NCCSc1ccc(Cl)cc1	-9	103	0	-2	11	-12	-3	-1	-1	100	100
CC(=O)OCC(=O)Nc1ccc(Cl)cc1Cl	4	112	0	-1	5	-5	3	-17	11	114	124
CN(C)c1ccnc(-n2cccc2/C=N/O)c1C#N	-3	104	-7	-2	12	-24	-4	-3	0	101	101
CC(=O)c1cc(-c2ccccc2)n(CC(=O)N2CCCC2)c1C	0	103	-2	0	-1	-28	-2	-3	1	104	105
CCOC(=O)/C(C#N)=C/c1c[nH]c2ccccc12	-8	104&105	-14	-2	-1&-3	-13&-1	-8	-5	-2	?	106&101
COc1ccc(CC(=O)Nc2oc(-c3ccccc3)c(-c3ccccc3)c2C#N)cc1OC	2	105	2	3	-21	-26	3	2	2	108	102
CCOC(=O)N1CCN(c2cc(=O)n(-c3ccc(C)cc3)c(=O)[nH]2)CC1	-4	106	-6	-3	6	-40	0	-3	-1	105	104
N[C@@H](Cc1ccccc1)c1nnc(SC/C=C/c2ccccc2)o1	·	99	·	·	-1	-21	·	·	·	?	99
Cc1cc(NS(=O)(=O)c2ccc(Nc3nc(-c4sc(C)nc4C)cs3)cc2)no1	0	105	-7	0	5	-14	-2	0	1	97	93
Cc1ccc(NC(=O)N2CCC(C(=O)NCC(C)C)CC2)cc1	-7	90	-12	0	3	9	-5	-7	0	96	94
CCOC(=O)c1cccc(NC(=O)Nc2cc(OC)ccc2OC)c1	-7	99	-11	-3	-8	-13	-4	-10	-3	102	106
COc1ccc(C(=O)Nc2ccccc2C(=O)N/N=C/c2ccc(O)c(OC)c2)cc1	-1	103	0	0	16	-48	0	4	2	97	98
COc1ccc(C2=NN(c3nc4ccccc4s3)C(=O)C2)cc1	-1	100	-4	0	-20	-43	-7	0	-1	97	103
COc1ccc(CN2C(=O)c3ccccc3C(/C=N\OCc3ccc(F)cc3)C2=O)cc1 (centres undefined)	0	102	-1	0	-38	-69	-1	-8	-1	101	100
COc1cc(OC)c([N+](=O)[O-])cc1/C=N/NC(=O)c1ccncc1	7	92	38	40*	71*	-5	21	13	7	92	99
Cc1nc2c(-c3ccccc3)c[nH]n2c(=O)c1Cc1ccccc1	0	99	0	-2	-44	-79	1	-1	0	97	97
C#Cc1cccc(NC(=O)CSc2nnc(-c3ccc(C(F)(F)F)cn3)o2)c1	·	104	·	·	-24	-6	·	·	·	?	102
CCSC1=N/C(=C\c2ccc(-c3ccccc3[N+](=O)[O-])o2)C(=O)S1	-21	100	5	9	48	-19	0	-1	-1	99	101
O=C(O)c1nnn(-c2ccc([N+](=O)[O-])cc2)c1-c1ccccc1	·	102	·	·	0	3	·	·	·	?	100
Cc1occc1-c1nnc(SCC(=O)c2ccc3c(c2)OCCO3)n1CC1CCCO1 (centres undefined)	·	103	·	·	15	-25	·	·	·	?	108
CCOC(=O)C(=O)Nc1nnc(COc2ccccc2)s1	3	103	2	0	22	10	4	0	2	103	104
O=C1CC(c2ccc(O)c(O)c2)Oc2cc(O)cc(O)c21 (centres undefined)	·	98	·	·	15	-70	·	·	·	?	94
CCOC(=O)c1ccc(COC(=O)CCc2nc3ccccc3[nH]c2=O)o1	-8	113	-11	-2	1	0	-10	-6	-3	104	106
O=C(c1c(F)cccc1F)N1CCC(O)(c2cccnc2)CC1	2	93	0	1	7	-44	3	1	1	99	100
Cc1n[nH]c(=S)c2nn(-c3ccccc3F)c(C)c12	-1	101	-9	0	6	-15	-8	-3	0	103	106
C/C=N/NC(=O)CCCC(=O)N/N=C/C	-6	99	-5	-3	10	-12	-2	-2	-1	99	98
Cc1nnc(C)n1N	-2	99	-4	-2	2	-28	-4	-2	0	?	98
C[C@@H](NC(=O)c1coc(=O)c(Br)c1)c1ccccc1	-13	101	-12	0	7	-12	-8	-5	0	98	99
CC(C)C(=O)Nc1ncc(Cc2ccccc2Cl)s1	0	108	-6	0	29	-1	-1	1	-1	108	107
Cc1nc2c(cc1C(=O)N/N=C/c1ccc([N+](=O)[O-])cc1)c(=O)n(C)c(=O)n2C	-10	102	-13	-6	1	-28	-6	-8	-3	106	102
CN(C)CCCNC(NC(=O)c1cccs1)C(Cl)(Cl)Cl (centres undefined)	-9	103	-4	-5	5	-1	0	-9	-5	105	106
COc1ccc(OC)c(/C=C2\SC(=S)N(C(C(=O)O)c3ccccc3)C2=O)c1 (centres undefined)	·	101	·	·	-18	27	·	·	·	?	102
N#CC1=C(N)Oc2n[nH]c(-c3ccccc3)c2C1c1cccnc1 (centres undefined)	-7	101	4	1	0	-41	3	0	-3	102	101
Cc1ccc(/C=C/C(=O)NC2CCS(=O)(=O)C2)cc1 (centres undefined)	-2	108	2	3	3	-12	0	-1	0	101	100
O=C(Nc1nnc(-c2ccc3c(c2)CCCC3)o1)c1c(F)cccc1F	-4	106	-7	-1	-21	-13	-2	-5	-2	106	103
CC(=O)N1CCN(CCN(CC2C(C)C=C(C)CC2C)C(C)=O)CC1 (centres undefined)	-6	103	-9	-1	6	-21	-7	-5	-2	106	101
O=C(CN1CCOCC1)NNC(=S)Nc1ccc(Cl)cc1	-19	101	-6	-4	15	-69	-5	-4	-3	100	104
Clc1ccc(COn2c(-c3ccccc3)nc3ccccc32)cc1	-7	102	-5	-4	-16	-15	-3	-2	-1	107	106
CCSC1(SCC)N=C(N)C2(C#N)C(c3ccccc3)NC(C)=CC12C#N (centres undefined)	1	103	-1	1	-24	-14	-2	-3	0	99	103

# One compound at a time, as listed above. Values in the order: Bim-Bcl-B, RGS8-Gao, Bim-Bfl-1, Bcl-W Bim block, Mcl1-Noxa inh, Mcl1 Bid PPI, Bim-Bcl-2, Bim-Bcl-XL, Mcl-1 Bim block, RGS7-Gao, RGS4-Gao reg
# Cc1occc1-c1nnc(SCC(=O)c2ccc3c(c2)OCCO3)n1CC1CCCO1 (centres undefined) as listed: ·, 103, ·, ·, 15, -25, ·, ·, ·, ?, 108
# Cc1nnc(C)n1N as listed: -2, 99, -4, -2, 2, -28, -4, -2, 0, ?, 98

# Going on with the list.
Structure	Bim-Bcl-B	RGS8-Gao	Bim-Bfl-1	Bcl-W Bim block	Mcl1-Noxa inh	Mcl1 Bid PPI	Bim-Bcl-2	Bim-Bcl-XL	Mcl-1 Bim block	RGS7-Gao	RGS4-Gao reg
Cc1nnsc1-c1c(C(=O)N2CCOCC2)c(C)nn1-c1ccc(Cl)cc1	·	100	·	·	13	3	·	·	·	?	99
COc1ccc(CC(=O)NCc2csc(-c3cccs3)n2)cc1OC	·	99	·	·	-5	-17	·	·	·	?	103
CCOC(=O)N1CCN(Cc2ccc(O)c3ncccc23)CC1	-4	98	-2	-2	-25	-55	-5	-2	-5	96	98
CC(C)c1cc(C(=O)Nc2ccc3c(c2)OCO3)no1	0	103	-6	2	7	-27	0	1	0	92	104
COc1ccccc1Nc1cc(C)nc2c(C)ccc([N+](=O)[O-])c12	-2	100	7	4	15	-8	1	-2	-18	98	98
CC(=O)N1CCCc2cc(S(=O)(=O)N3CCN(C4CCCCC4)CC3)ccc21	-1	98	-4	0	30	-20	-3	2	-1	100	88
OCCC1CN(Cc2ccccc2-c2ccco2)CCN1Cc1ccsc1 (centres undefined)	0	100	4	0	0	-39	0	-3	-2	96	97

# In the list so far, 8 contain a Cl atom:
Structure	Bim-Bcl-B	RGS8-Gao	Bim-Bfl-1	Bcl-W Bim block	Mcl1-Noxa inh	Mcl1 Bid PPI	Bim-Bcl-2	Bim-Bcl-XL	Mcl-1 Bim block	RGS7-Gao	RGS4-Gao reg
CSc1ccc(CN2CCC(CO)(Cc3ccc(Cl)cc3)CC2)cc1	-3	102	-1	0	25	-25	-2	1	-1	105	109
Cc1ccccc1NC(=S)NCCSc1ccc(Cl)cc1	-9	103	0	-2	11	-12	-3	-1	-1	100	100
CC(=O)OCC(=O)Nc1ccc(Cl)cc1Cl	4	112	0	-1	5	-5	3	-17	11	114	124
CC(C)C(=O)Nc1ncc(Cc2ccccc2Cl)s1	0	108	-6	0	29	-1	-1	1	-1	108	107
CN(C)CCCNC(NC(=O)c1cccs1)C(Cl)(Cl)Cl (centres undefined)	-9	103	-4	-5	5	-1	0	-9	-5	105	106
O=C(CN1CCOCC1)NNC(=S)Nc1ccc(Cl)cc1	-19	101	-6	-4	15	-69	-5	-4	-3	100	104
Clc1ccc(COn2c(-c3ccccc3)nc3ccccc32)cc1	-7	102	-5	-4	-16	-15	-3	-2	-1	107	106
Cc1nnsc1-c1c(C(=O)N2CCOCC2)c(C)nn1-c1ccc(Cl)cc1	·	100	·	·	13	3	·	·	·	?	99
